Dyrk1A ADPGlo: blocks rat Dyrk1A kinase activity. inhibition, % at 12.5 µM. ADP-Glo luminescence, NFATc1 peptide. hit rate 0.43% among 310,000. AID 504441. Q63470; in the data active means inhibition above about 50%;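 further: plate controls were vehicle with enzyme for no effect and no enzyme for full effect; many of its hits are not listed in these tables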
KCNK3 block: human KCNK3 channel inhibition, primary screen; hit rate 0.84% among 340,000; O14649; B-score at 10 µM; CHO-KCNK3 thallium flux, FluxOR fluorescence; hits give low values;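 active means B-score under library mean minus 4 SD, starting fluorescence ratio at most library mean plus 5 SD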;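 further: more negative B-score means stronger inhibition of thallium flux through KCNK3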
Target sequence (O14649 whole entry, looked up): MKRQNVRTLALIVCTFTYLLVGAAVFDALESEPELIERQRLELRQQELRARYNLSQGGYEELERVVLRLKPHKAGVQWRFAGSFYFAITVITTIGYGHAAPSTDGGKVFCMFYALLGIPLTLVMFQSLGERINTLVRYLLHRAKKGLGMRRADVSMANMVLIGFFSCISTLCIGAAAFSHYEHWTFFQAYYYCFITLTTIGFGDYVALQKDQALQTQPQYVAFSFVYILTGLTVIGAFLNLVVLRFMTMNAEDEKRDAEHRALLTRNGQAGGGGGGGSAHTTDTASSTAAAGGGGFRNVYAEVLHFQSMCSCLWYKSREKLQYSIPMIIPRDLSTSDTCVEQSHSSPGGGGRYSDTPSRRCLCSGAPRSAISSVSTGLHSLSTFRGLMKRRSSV
An asterisk follows results filed as active; i = inactive.

Every second line gives: Dyrk1A ADPGlo	KCNK3 block
Cn1c(SSc2ccc(-c3cccnc3)n2C)ccc1-c1cccnc1
    2	i
Cn1c(N)c(C(=O)CSc2nnc(NC3CCCCC3)s2)c(=O)n(C)c1=O
    -5	i
Cc1sc2ccccc2c1CNC[C@H]1O[C@@H](n2cnc(C(N)=O)n2)[C@H](O)[C@@H]1O
    -7	i
O=S(=O)(c1cc(Cl)ccc1Cl)n1ccnc1
    2	i
O=c1ccn([C@@H]2O[C@H](CNCc3ccc(-c4cc(C(F)(F)F)ccc4Cl)o3)[C@@H](O)[C@H]2O)c(=O)[nH]1
    7	i
N#CC1=C(SCC(N)=O)NC(=O)CC1c1cccc2ccccc12 (configuration not stated)
    10	i
NC(=O)C1(C(=O)O)OC1(c1ccc(Cl)cc1)c1ccccc1Cl (configuration not stated)
    -1	i
COc1ccc2c(c1)OC[C@H]1[C@H]2N2C(=O)CN(Cc3ccccc3)C(=O)[C@@]2(C)[C@H]1c1ccccc1
    1	i
Oc1ccc(C(=Nc2ccccc2)c2ccccc2)c(O)c1
    6	i
CCN(C(=O)COC(=O)CNC(=O)C1CCCCC1)c1ccccc1
    2	i
O=C(c1noc2c1CCCCC2)N1CCN(C(c2ccccc2)c2ccccc2)CC1
    4	i
O=C(CNC(=O)OCc1ccccc1)OC(c1ccccc1)c1ccccc1
    5	i
O=C1C=CC(=Nc2ccc3c(c2)Cc2ccccc2-3)O1
    7	i
CC(C)=N/N=C1/NC(=O)C(c2ccc(Cl)cc2)S1 (configuration not stated)
    1	i
C=C(C)CN=CC1(C)CCC(C)=CO1 (configuration not stated)
    -3	i

Reformatted in markdown: entries from further up.
| Molecule | Dyrk1A ADPGlo | KCNK3 block |
| --- | --- | --- |
| Oc1ccc(C(=Nc2ccccc2)c2ccccc2)c(O)c1 | 6 | i |
| CCN(C(=O)COC(=O)CNC(=O)C1CCCCC1)c1ccccc1 | 2 | i |
| O=C(c1noc2c1CCCCC2)N1CCN(C(c2ccccc2)c2ccccc2)CC1 | 4 | i |
| O=C(CNC(=O)OCc1ccccc1)OC(c1ccccc1)c1ccccc1 | 5 | i |
| O=C1C=CC(=Nc2ccc3c(c2)Cc2ccccc2-3)O1 | 7 | i |
| CC(C)=N/N=C1/NC(=O)C(c2ccc(Cl)cc2)S1 (configuration not stated) | 1 | i |

(listing goes on)
Every second line gives: Dyrk1A ADPGlo	KCNK3 block
CC1=C(c2ccccc2)C(O)(c2ccccc2)C(C)C1=O (configuration not stated)
    -9	i
CCOC(=O)C1=C(CC)Nc2ccccc2N=C1NC(=O)c1ccc(C)c(S(=O)(=O)N2CCOCC2)c1
    -4	i
CCCCc1nnc(NC(=O)c2ccc(OCc3c(C)noc3C)cc2)s1
    9	i
O=C1OCCN1C(=O)[C@H]1[C@H](c2ccc(Cl)cc2)C(c2ccccc2)=NN1c1ccc(Br)cc1
    2	i
CCN1C[C@@H]2[C@@H]3C(=O)N(C)C(=O)[C@@H]3[C@](C)(C1=O)N2C(=O)c1ccc(Cl)cc1
    8	i
Cc1ccc(S(=O)(=O)N(C)C)cc1NC(=O)COC(=O)c1ccc2ccccc2n1
    -3	i
CSCCC(NC(=O)c1ccco1)C(=O)N1CCN(C(c2ccccc2)c2ccccc2)CC1 (configuration not stated)
    1	i
Cc1ccc(C)c(SCC(=O)Nc2cccc(S(=O)(=O)N3CCOCC3)c2)c1
    1	i
COc1cc(CC(CC(=O)c2ccc3c(c2)OCO3)C(=O)O)cc(OC)c1OC (configuration not stated)
    1	i
CC(N=C1NS(=O)(=O)c2ccccc21)C(=O)NCc1ccncc1 (configuration not stated)
    6	i
c1ccc(COc2ncnc3c2ncn3CCCNCc2ccc3c(c2)OCO3)cc1
    5	i
O=P1(NC2CCCC2)OCC2(CO1)COP(=O)(NC1CCCC1)OC2 (configuration not stated)
    6	i
CC(=O)NC1CC2CCCC(C1)N2C(=O)Nc1cccc(Cl)c1 (configuration not stated)
    5	i
O=C(COC(=O)Cc1ccsc1)Nc1ccc(Br)cc1
    3	i
CN1CCN(S(=O)(=O)c2ccc(Cl)c(C(F)(F)F)c2)CC1
    4	i

Some of these compounds in order of count of non-hydrogen atoms, descending:
Every second line gives: Dyrk1A ADPGlo	KCNK3 block
O=C1OCCN1C(=O)[C@H]1[C@H](c2ccc(Cl)cc2)C(c2ccccc2)=NN1c1ccc(Br)cc1
    2	i
Cc1ccc(S(=O)(=O)N(C)C)cc1NC(=O)COC(=O)c1ccc2ccccc2n1
    -3	i
COc1cc(CC(CC(=O)c2ccc3c(c2)OCO3)C(=O)O)cc(OC)c1OC (configuration not stated)
    1	i
Cc1ccc(C)c(SCC(=O)Nc2cccc(S(=O)(=O)N3CCOCC3)c2)c1
    1	i
CC(N=C1NS(=O)(=O)c2ccccc21)C(=O)NCc1ccncc1 (configuration not stated)
    6	i
CC(=O)NC1CC2CCCC(C1)N2C(=O)Nc1cccc(Cl)c1 (configuration not stated)
    5	i
CN1CCN(S(=O)(=O)c2ccc(Cl)c(C(F)(F)F)c2)CC1
    4	i

Gathered by group: the entries above containing an aryl methoxy group (2)
Every second line gives: Dyrk1A ADPGlo	KCNK3 block
COc1ccc2c(c1)OC[C@H]1[C@H]2N2C(=O)CN(Cc3ccccc3)C(=O)[C@@]2(C)[C@H]1c1ccccc1
    1	i
COc1cc(CC(CC(=O)c2ccc3c(c2)OCO3)C(=O)O)cc(OC)c1OC (configuration not stated)
    1	i

The results go on:
> CC(C)n1ncc2c(C(=O)NCCc3ccc(F)cc3)cc(C3CC3)nc21
  Dyrk1A ADPGlo: 13
  KCNK3 block: i

> COc1cc(OC)c(N(C)S(=O)(=O)c2cccc(C(=O)OCC(=O)N(C)C3CCCCC3)c2)cc1Cl
  Dyrk1A ADPGlo: 5
  KCNK3 block: i

> CCN1C[C@@H]2[C@@H]3C(=O)N(Cc4ccccc4)C(=O)[C@@H]3[C@](CC)(C1=O)N2C(=O)c1ccccc1
  Dyrk1A ADPGlo: 7
  KCNK3 block: i

> NC(=O)c1ncn([C@@H]2O[C@H](CNCc3cccn3-c3ccncc3)[C@@H](O)[C@H]2O)n1
  Dyrk1A ADPGlo: 8
  KCNK3 block: i

> COc1ccc(/C=C/C(=O)OCC(=O)N(C)c2c(N)n(Cc3ccccc3)c(=O)[nH]c2=O)cc1OC
  Dyrk1A ADPGlo: 3
  KCNK3 block: i

> CC1CC(C)C(=O)C(C(CC2CC(=O)NC(=O)C2)OC(=O)CC(=O)c2ccccc2)C1 (configuration not stated)
  Dyrk1A ADPGlo: -3
  KCNK3 block: i

> O=C(Nc1ccc2ccccc2c1)c1cccc2ccccc12
  Dyrk1A ADPGlo: 0
  KCNK3 block: i

> O=S(=O)(c1ccccc1)N1CCN(c2nc(-c3cccnc3)nc3ccccc23)CC1
  Dyrk1A ADPGlo: 0
  KCNK3 block: i

> Nc1nc(N)c(N=Nc2ccccc2)c(=O)[nH]1
  Dyrk1A ADPGlo: 11
  KCNK3 block: i

> Cn1c(=O)c2c(nc(CCc3ccccc3)n2C)n(C)c1=O
  Dyrk1A ADPGlo: -3
  KCNK3 block: i

> Cc1cnc(NC(=O)c2cc(-c3ccccc3)nn2-c2ccccc2)s1
  Dyrk1A ADPGlo: -2
  KCNK3 block: i

> Cc1ccc(-n2nc(C)c3c2C(Br)C(C)(C)CC3=O)nc1 (configuration not stated)
  Dyrk1A ADPGlo: 5
  KCNK3 block: i

> O=C1C(=O)N(Cc2ccccc2)C(=O)N1CCOc1ccccc1
  Dyrk1A ADPGlo: -3
  KCNK3 block: i

> Cc1ccc(S(=O)(=O)NCCCNC(=O)OCc2ccccc2)cc1
  Dyrk1A ADPGlo: 5
  KCNK3 block: i

> O=C(Cc1ccc([N+](=O)[O-])cc1)NCCc1ccc2c(c1)OCO2
  Dyrk1A ADPGlo: 3
  KCNK3 block: i

> CCOC(=O)C1=C(c2ccccc2)c2ccc(OC)cc2N(S(=O)(=O)C(F)(F)F)C1C(=O)OCC (configuration not stated)
  Dyrk1A ADPGlo: 1
  KCNK3 block: i

> CCOc1cc(/C=C2/COc3ccccc3C2=O)ccc1OCC(=O)N(C)C
  Dyrk1A ADPGlo: -3
  KCNK3 block: i

> O=[N+]([O-])c1ccc(N/N=C/c2sc(N3CCOCC3)nc2-c2ccccc2)c(S(=O)(=O)Nc2ccccc2Cl)c1
  Dyrk1A ADPGlo: 7
  KCNK3 block: i

> CC(C)(CNC(=O)CNC(=O)c1ccc(Cl)cc1Cl)N1CCOCC1
  Dyrk1A ADPGlo: -1
  KCNK3 block: i

> COc1ccc(C(=O)NC(C)c2ccc(-n3ccnc3)cc2)cc1S(=O)(=O)N1CCOCC1 (configuration not stated)
  Dyrk1A ADPGlo: 2
  KCNK3 block: i

> CC(=O)OCCC(C)C
  Dyrk1A ADPGlo: 9
  KCNK3 block: i

> O=C(Cc1ccc(NC(=O)C2CCCN(C(=O)C3CC3)C2)cc1)Nc1cccc(C(=O)N2CCCC2)c1 (configuration not stated)
  Dyrk1A ADPGlo: 1
  KCNK3 block: i

> C=CCn1c(SCCN2C(=O)c3ccccc3C2=O)nc2scc(-c3ccc(F)cc3)c2c1=O
  Dyrk1A ADPGlo: -1
  KCNK3 block: i

> COc1ccc(CCNC(=O)C2CCN(Cc3nc(-c4ccc(Cl)cc4)oc3C)CC2)cc1OC
  Dyrk1A ADPGlo: 1
  KCNK3 block: i

> C=C1[C@H](C)CN(S(=O)(=O)C(C)(C)C)[C@H]1CCO
  Dyrk1A ADPGlo: 2
  KCNK3 block: i

> Cc1ccc(S(=O)(=O)N2C/C=C\CN(S(=O)(=O)c3ccccc3Br)CC2)cc1
  Dyrk1A ADPGlo: 2
  KCNK3 block: i

> CC[C@@]1(C(=O)OC)N[C@H](CN(C)C(=O)COC)[C@@H]2C(=O)N(Cc3ccccc3)C(=O)[C@@H]21
  Dyrk1A ADPGlo: -1
  KCNK3 block: i

> O=[N+]([O-])c1cc(S(=O)(=O)N2CCOCC2)ccc1OCc1ccccc1C(F)(F)F
  Dyrk1A ADPGlo: 0
  KCNK3 block: i

> COc1cccc(CC(=NO)c2cccc(OC)c2)c1
  Dyrk1A ADPGlo: -5
  KCNK3 block: i

> CC(Oc1nc2c(c(=O)n(C)c(=O)n2C)n1C)C1CCCCC1 (configuration not stated)
  Dyrk1A ADPGlo: 3
  KCNK3 block: i

High-throughput results as filed in PubChem BioAssay.

The list is partial; count on the stated rates, not on these rows.
